MEKK2 mut-MEK5 – signal of MEK5 binding to mutant human MEKK2 PB1 domain | bead flow cytometry, Alexa488-MEK5 binding to MEKK2 mutant | hit rate 0.35% among 290,000 | percent response, % at 10 µM | AID 1530; in the data active means percent response above about 24%, passing the limit was not always enough; further: inactives centre near 1; some results filed as inactive read as strong as hits
GalR3 antagonist – antagonists of human GalR3; HEK293 GalR3-CNG cAMP membrane potential fluorescence; galR3 body fused to GalR1 C-terminus; inhibition, % at 3 µM; hit rate 0.44% among 360,000; AID 651719;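 active means inhibition above the screen-wide average plus 3 SD, cut at about 13% in these data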;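 further: forskolin and galanin both at EC90 stimulate the cells; cAMP rise reported by CNG channel membrane potential dye signal; 0% = forskolin plus galanin with DMSO and 100% = forskolin alone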
Target sequence (O60755 1-299 limits assumed): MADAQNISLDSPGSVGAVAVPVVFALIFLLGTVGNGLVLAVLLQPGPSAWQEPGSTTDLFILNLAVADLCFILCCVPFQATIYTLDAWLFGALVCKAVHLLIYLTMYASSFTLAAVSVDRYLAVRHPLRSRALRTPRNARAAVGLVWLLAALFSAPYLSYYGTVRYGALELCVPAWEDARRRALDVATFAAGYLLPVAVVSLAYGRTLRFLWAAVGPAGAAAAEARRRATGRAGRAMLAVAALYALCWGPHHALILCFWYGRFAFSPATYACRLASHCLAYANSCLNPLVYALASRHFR
V1R ag counter – counter-screen for oxytocin receptor agonists: human V1a receptor agonists. CHO-V1R cells, Fluo-8 calcium fluorescence, agonist mode; 0% DMSO, 100% 3 nM vasopressin. activation, % at 3 µM. hit rate 0.25% among 320,000. P37288. AID 2797;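 active means activation above the mean activation of all tested compounds plus 3 SD, per screening run, cut at about 20% in these data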;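 further: signal is peak over basal fluorescence ratio across a 100 second FLIPR read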
NALP1 inh – NALP1 inhibition; S. cerevisiae NALP1/ASC/caspase-1 growth, X-gal OD620, 72 h; inhibition, % at 10 µM; hit rate 0.61% among 280,000; in the data active means inhibition mostly above about 24%, no sharp cut-off; inactive means mostly below about 32%; further: some compounds called inactive have numbers as strong as hits
OXTR potentiator – potentiators of human oxytocin receptor; CHO-OTR cells, Fluo-8 calcium fluorescence, potentiator mode; 0% = oxytocin EC15, 100% = EC100; hit rate 0.061% among 320,000; activation, % at 3 µM;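 active means activation above that plate's cutoff, the mean activation of tested compounds plus 3 SD, cut at about 6.6% in these data, passing the limit was not always enough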;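 further: 100% uses oxytocin at 75 nM as the full agonist control; some results filed as inactive read as strong as hits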
Target sequence (P30559 whole entry, looked up): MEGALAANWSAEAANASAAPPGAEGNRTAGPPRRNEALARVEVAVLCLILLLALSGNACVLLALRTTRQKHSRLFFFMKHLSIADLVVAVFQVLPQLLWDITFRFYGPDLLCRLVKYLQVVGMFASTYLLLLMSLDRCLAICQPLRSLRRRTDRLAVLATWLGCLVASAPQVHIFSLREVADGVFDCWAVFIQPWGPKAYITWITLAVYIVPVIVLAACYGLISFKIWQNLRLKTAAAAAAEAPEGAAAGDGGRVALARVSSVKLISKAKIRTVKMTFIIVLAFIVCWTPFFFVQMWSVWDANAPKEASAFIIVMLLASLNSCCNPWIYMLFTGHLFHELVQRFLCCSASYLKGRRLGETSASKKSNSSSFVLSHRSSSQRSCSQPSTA
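Material: CHO-OTR cells, human receptor; compound dosing: single dose, 3.0 µM nominal final compound concentration; schedule: 6 min compound pre-incubation at room temperature, 100 s kinetic read; measured by: kinetic Fluo-8 calcium fluorescence; read-out basis: % activation vs EC15 and EC100 oxytocin; controls: EC15 oxytocin alone as 0%, 75 nM oxytocin as 100%; replicates: singlicate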
GPR7 antag – human neuropeptides B/W receptor 1 antagonism | P48145 | GPR7-expressing cells, fluorescence antagonist assay | inhibition, % at 4.4 µM | hit rate 1.1% among 290,000; in the data active means inhibition above about 16%, passing the limit was not always enough;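 further: cells stimulated with the agonist NPW; 0% = agonist with vehicle and 100% = vehicle without agonist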
Target sequence (P48145 whole entry, looked up): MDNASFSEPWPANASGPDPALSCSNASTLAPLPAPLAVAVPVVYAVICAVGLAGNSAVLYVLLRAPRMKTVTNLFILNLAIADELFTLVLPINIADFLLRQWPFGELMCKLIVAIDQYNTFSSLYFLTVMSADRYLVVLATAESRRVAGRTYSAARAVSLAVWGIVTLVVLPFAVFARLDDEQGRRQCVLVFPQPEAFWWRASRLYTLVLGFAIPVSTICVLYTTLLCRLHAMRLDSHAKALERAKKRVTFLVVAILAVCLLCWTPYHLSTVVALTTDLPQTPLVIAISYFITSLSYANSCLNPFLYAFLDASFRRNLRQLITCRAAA
MEKK2wt PB1 HTS – raises or lowers MEK5 binding to wildtype human MEKK2 PB1 domain. bead flow cytometry, Alexa488-MEK5 binding to MEKK2 WT; actives lie on both sides. AID 1531. hit rate 1.1% among 290,000. binding response (% of control), % at 10 µM; in the data active means binding response below about 67% or above about 130%
PfM18AAP inh – blocks P. falciparum M18 aspartyl aminopeptidase | recombinant PfM18AAP, H-Glu-NHMec fluorogenic cleavage | inhibition, % at 7.35 µM | hit rate 1.2% among 290,000 | AID 1822;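 active means inhibition above the campaign mean inhibition over all tested compounds plus 3 SD, cut at about 28% in these data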;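 further: 0% = plate median of test compound wells and 100% = 2 mM ZnCl2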
OXTR agonist – human OXTR agonism | P30559 | CHO-OTR cells, Fluo-8 calcium fluorescence; normalized: DMSO 0%, oxytocin 100% | activation, % at 3 µM | hit rate 0.32% among 320,000;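 active means activation above the mean of all tested compounds plus 3 SD, cutoff set per screening run, cut at about 20% in these data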;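 further: peak over basal fluorescence ratio from a 100 s FLIPR kinetic read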
Active calls of the source: *; nt = not tested or not shown; & = joins results of further samples. Rows are unselected. About 4.1% of those tested had a hit in this group.

SMILES | MEKK2 mut-MEK5 | GalR3 antagonist | V1R ag counter | NALP1 inh | OXTR potentiator | GPR7 antag | MEKK2wt PB1 HTS | PfM18AAP inh | OXTR agonist
CCOCC(=O)Nc1nnc(Cc2ccc(OC)cc2)s1 | 2 | -3 | -0.5 | -5 | -11 | 7 | 108 | -4 | -0.8
CCCCC(=O)Nc1cc(C)c(NC(=O)c2ccco2)cn1 | 3 | -9 | 0.0 | 3 | -4 | 0 | 104 | -12 | -1.3
CCCCCCC(=O)N1C/C=C\C(c2ccc(OC)cc2)N(Cc2ccc(F)cc2)C(=O)[C@H]1Cc1ccccc1 (stereo partly drawn) | 1 | -1 | 5.3 | -5 | -3 | nt | 137 | nt | 1.3
CCN1C(=O)N(c2cccc3ccccc23)C(C)=CC1(C)C | 3 | -2 | -1.9 | -3 | -10 | -4 | 104 | -1 | -2.3
Cc1ccc(NC(=O)CSc2nncn2N)cc1C | 10 | -8 | 0.5 | -15 | 0 | -13 | 109 | -3 | 0.2
COc1cccc(OC)c1C(=O)Nc1ccccc1NC(=O)c1c(OC)cccc1OC | 2 | -10 | 0.2 | 6 | -7 | 6 | 106 | -5 | 0.3
CC1CC(C)CN(Cc2nc(N)nc(Nc3ccc4ccccc4c3)n2)C1 (stereo not drawn) | 6 | -8 | -0.8 | 18 | 5 | -3 | 114 | 0 | -2.3
O=C(NC1CCCCC1)C1CCN(c2nccs2)CC1 | 2 | -3 | 2.6 | 8 | -16 | 0 | 99 | 0 | 0.4
C[n+]1cn(Cc2ccc(C#N)cc2)c2ccccc21 | 1 | -5 | 0.3 | 8 | -3 | 5 | 101 | -2 | 0.8
C1=CCC(CN2CCN(C3CCCCCC3)CC2)CC1 (stereo not drawn) | -14 | -1 | 3.5 | -2 | -9 | 30* | 84 | 11 | -0.1
CCOCCCNC(=O)C1CCN(S(=O)(=O)c2ccc3nc4c(c(C(=O)O)c3c2)CCCCC4)CC1 | 2 | -9 | -1.0 | 10 | -4 | -15 | 98 | -6 | -0.7
COc1ccc(C(CNC(=O)CNC(=O)c2ccccc2Cl)N2CCCC2)cc1 (stereo not drawn) | nt | -2 | 0.8 | nt | -6 | nt | nt | nt | 0.0
C/C(=N\NS(=O)(=O)c1ccc(Cl)c([N+](=O)[O-])c1)c1cc2ccccc2o1 | -1 | -4 | -0.1 | -4 | 0 | -3 | 110 | 0 | -0.4
CCOC(=O)C(Cc1ccccc1)C(=O)Nc1ccccc1C (stereo not drawn) | 3 | -3 | -0.8 | 6 | -6 | -17 | 109 | 1 | -2.2
Cc1ccccc1CSCC(Nc1ccc(C(=O)O)cc1[N+](=O)[O-])C(=O)O (stereo not drawn) | -5 | -5 | 0.0 | 0 | -6 | 2 | 90 | 12 | 0.3
CC1(C(=O)NCCN2CCOCC2)C=CC2(CCCCC2)N1C(=O)c1ccccc1 (stereo not drawn) | 3 | -7 | -0.5 | 21 | 4 | -11 | 93 | 6 | -0.1
C/C(=N\NC(=O)c1ccc2c(c1)OCO2)c1ccc(NC(=O)CCCC(=O)O)cc1 | -4 | -3 | nt | 4 | nt | 22* | 97 | -3 | nt
C/C(=C\CCC1(C)C2CC3C(C2)C31C)C(=O)O (stereo not drawn) | 5 | -3 | 1.0 | -2 | 0 | nt | 108 | nt | 0.7
Cc1cc(NC(=O)CSc2ccc(Cl)cc2)no1 | -2 | -6 | -0.2 | -8 | -7 | 0 | 93 | -3 | -1.7
O=C(NCCc1cn[nH]c1)C1CCC(=O)N(CCc2cccc(F)c2)C1 (stereo not drawn) | -4 | 3 | 0.9 | 11 | 0 | -5 | 102 | -2 | 1.5
CCOC(=O)N1CCN(C(=O)Nc2ccccc2Cl)CC1 | 3 | -6 | 0.5 | 31 | 2 | -17 | 108 | -12 | -0.1
Cc1c(O)cc2n(c1=O)-c1ccccc1C2(C)C | 1 | -2 | 0.7 | 5 | 0 | 3 | 91 | 15 | 0.2
CCCCn1nc(C(=O)Nc2ccc(S(=O)(=O)Nc3ncccn3)cc2)c2ccccc2c1=O | -3 | 2 | -0.8 | -20 | -9 | -6 | 96 | 5 | -1.4
Cc1c(CN(C)C(=O)c2ccc(Br)o2)cnn1C | 4 | 1 | 0.7 | -75 | -9 | -5 | 97 | -11 | 1.1
CCC(=O)Nc1ccc(Nc2ccccc2)cc1 | -2 | -2 | 0.9 | 42 | -17 | -14 | 95 | 6 | 0.7
C/C(=N\NC(=O)COc1ccc2ccccc2c1)c1cccs1 | 2 | -3 | 6.9 | 6 | -10 | -11 | 103 | 3 | 2.5
C[C@@H]1O[C@@H](OC[C@H]2O[C@@H](Oc3c(-c4ccc(O)c(O)c4)oc4cc(O)cc(O)c4c3=O)[C@H](O)[C@@H](O)[C@@H]2O)[C@H](O)[C@H](O)[C@H]1O | 2&3 | nt | 0.3 | -15 | -4 | -13 | 101&102 | 64* | 1.3
CC(=O)c1c(N(C)C)ccnc1C(F)(F)F | 1 | -2 | -0.3 | 4 | -3 | -12 | 99 | 4 | 0.3
Nc1nc(-c2ccc([N+](=O)[O-])cc2)cs1 | 4 | 1 | -0.7 | 25 | -8 | 1 | 101 | -2 | -1.6
Cc1cc(C)c2c(n1)sc1c(N3CCN(CCO)CC3)ncnc12 | 3 | -5 | 1.0 | 12 | -3 | -12 | 105 | -12 | 0.8

Single records (already shown):
`CCOC(=O)N1CCN(C(=O)Nc2ccccc2Cl)CC1` is entered as MEKK2 mut-MEK5: 3; GalR3 antagonist: -6; V1R ag counter: 0.5; NALP1 inh: 31; OXTR potentiator: 2; GPR7 antag: -17; MEKK2wt PB1 HTS: 108; PfM18AAP inh: -12; OXTR agonist: -0.1
`C/C(=N\NC(=O)COc1ccc2ccccc2c1)c1cccs1` is entered as MEKK2 mut-MEK5: 2; GalR3 antagonist: -3; V1R ag counter: 6.9; NALP1 inh: 6; OXTR potentiator: -10; GPR7 antag: -11; MEKK2wt PB1 HTS: 103; PfM18AAP inh: 3; OXTR agonist: 2.5

Further records:
SMILES | MEKK2 mut-MEK5 | GalR3 antagonist | V1R ag counter | NALP1 inh | OXTR potentiator | GPR7 antag | MEKK2wt PB1 HTS | PfM18AAP inh | OXTR agonist
Cc1ccc(C)c(NC(=O)Cn2cc(C(=O)C3CC3)c3ccccc32)c1 | 1 | -10 | 3.5 | 14 | -6 | -13 | 100 | 4 | 2.7
COc1ccc2c(c1)CCc1c(C(=O)NCC(C)C)noc1-2 | 4 | -6 | 1.6 | -2 | -10 | -12 | 108 | -3 | 0.4
Cc1ccc(NS(=O)(=O)c2cc(Br)cnc2N)cc1C | 1 | -7 | -0.5 | 4 | -9 | -15 | 99 | -8 | -0.3
O=C(COC(=O)c1cccnc1Cl)NC1CCCCC1 | nt | -4 | 3.3 | nt | 1 | nt | nt | nt | 1.6
CC(C)(C)C1CCC(=NNC(=S)Nc2cccnc2)CC1 (stereo not drawn) | 3 | -2 | -0.2 | 2 | 0 | -6 | 105 | 15 | -0.5
COc1ccc(F)cc1S(=O)(=O)Nc1ccncc1 | 0 | -6 | -0.1 | -16 | -11 | -2 | 99 | -3 | 3.0
CCOC(=O)C(Sc1ncc(C#N)c(N)n1)C(C)C (stereo not drawn) | -1 | -1 | 0.5 | -6 | -7 | -5 | 95 | 24 | 0.3
NC(=O)C1(N2CCCCC2)CCN(C(=S)Nc2ccc(Cl)cc2)CC1 | -6 | -4 | nt | 11 | nt | -6 | 90 | 6 | nt
CCOc1ccc(NC(=O)C2CC(=O)NC(N3CCc4ccccc43)=N2)cc1 (stereo not drawn) | 0 | -2 | 0.5 | 14 | -2 | -1 | 99 | -6 | -0.2
FC(F)(F)c1ccccc1/C=N/N1CCN(Cc2ccccc2)CC1 | -2 | -3 | 0.1 | -27 | -3 | -9 | 98 | 3 | -1.3
COC(=O)Nc1nc(-c2cc(Cl)ccc2Cl)cs1 | -2 | 5 | 1.0 | 10 | -6 | 4 | 96 | -5 | -0.9
C/C(=N\Nc1nccnc1Cl)c1ccc(O)cc1 | 7 | -10 | -0.6 | 6 | 1 | -10 | 107 | 6 | -2.1
CN(C)c1ccc(N2CN=C3SCC(=O)N3C2)cc1 | 4 | -7 | -1.3 | 21 | -8 | 23 | 107 | 9 | 0.1
Cc1cc([N+](=O)[O-])nn1CCCC(=O)Nc1sc2c(c1C(N)=O)CCC(C)C2 (stereo not drawn) | 0 | -4 | -0.1 | 12 | -1 | -2 | 106 | -1 | -0.2
Cc1cc(-c2nc3ncccc3o2)ccc1NC(=S)NC(=O)C(C)C | -1 | -5 | 0.8 | 10 | -7 | 3 | 103 | 4 | 0.3
Cc1ccc(S(=O)(=O)N2CCN(CCNC(=O)C(=O)Nc3ccc(F)cc3)CC2)cc1 | -3 | 9 | 7.7 | 5 | -6 | -13 | 96 | 1 | 4.1
CNc1[nH]ncc1[N+](=O)[O-] | -1 | 1 | 0.1 | -8 | -9 | -14 | 110 | -2 | -0.4
COc1ccc(CN(Cc2cc3cccc(C)c3[nH]c2=O)C(=O)N(C)C)cc1 | 2 | -5 | -0.3 | 3 | -10 | -8 | 106 | -7 | 0.6
O=C(O)C[C@H]1c2ccc(C(F)(F)F)cc2S(=O)(=O)N1Cc1ccccc1 | 4 | -3 | 1.0 | nt | 1 | nt | 101 | nt | -0.1
CC(OC(=O)Cn1[nH]c(=O)c2ccccc2c1=O)C(=O)Nc1cccc(Cl)c1 (stereo not drawn) | nt | -1 | 5.7 | nt | -17 | nt | nt | nt | 3.1
COc1cc(C(=O)OCCCN=C2NS(=O)(=O)c3ccccc32)cc(OC)c1OC | 1 | 5 | 0.7 | 10 | -2 | -8 | 98 | -2 | 0.5
c1ccc(Nc2c(-c3ccco3)nc3ccccn23)cc1 | -1 | 0 | 1.1 | 17 | 1 | -3 | 98 | 1 | -1.6
Cc1ccc(S(=O)(=O)Oc2ccc(/C=C3/C(=N)N4C(=NC3=O)SN=C4S(C)(=O)=O)cc2)cc1 | -13 | -3 | -1.0 | 14 | -11 | 22 | 88 | -2 | -1.3
CC(C)n1c(SCC(=O)Nc2ccccc2N2CCOCC2)nc2c1c(=O)n(C)c(=O)n2C | 3 | 0 | 0.8 | 3 | -4 | -8 | 95 | 3 | -0.8
C/C(=N/N=C(\C)c1ccccc1O)c1ccccc1O | 1 | -6 | 0.6 | 25 | -12 | 16 | 105 | 1 | 1.2
COc1ccccc1NC(=O)CSc1nnc(Cn2cnc3ccccc32)o1 | -7 | -4 | -0.1 | 1 | 1 | 7 | 87 | -12 | 0.0
Cc1nnc(N2C(=O)C(O)=C(C(=O)c3ccco3)C2c2ccc(C(C)(C)C)cc2)s1 (stereo not drawn) | 2 | 2 | 16 | 13 | -23 | -4 | 101 | -4 | 1.9
CCc1nnc(NC(=O)C2CCCN2S(=O)(=O)c2ccc(F)cc2)s1 (stereo not drawn) | -4 | -6 | 2.9 | 10 | -12 | -8 | 95 | 5 | -0.6
O=C(c1cc(S(=O)(=O)N2CCCCC2)c(Cl)cc1N1CCOCC1)N1CCOCC1 | -2 | -2 | -0.4 | 2 | -11 | -6 | 101 | -1 | 0.0
CC(C)CC(C(=O)NCC1CCCO1)N(C(=O)Cn1nnc(-c2ccc(F)cc2)n1)c1cccc(C(F)(F)F)c1 (stereo not drawn) | -5 | -3 | 0.3 | -8 | -2 | -6 | 91 | 1 | -0.4
CC(OC(=O)c1ccc2c(c1)OCCO2)C(=O)NC1CCCCC1C (stereo not drawn) | nt | 0 | 0.6 | nt | 1 | nt | nt | nt | 1.5
Cc1nn(Cc2ccccc2Cl)c(C)c1N | nt | -1 | -0.2 | -4 | -17 | -3 | nt | -2 | -0.9

Screens: PubChem BioAssay, several laboratories
